Screens: PubChem BioAssay, National Center for Advancing Translational Sciences (NCATS)
TRHR PAM: allosteric enhancers of human TRH receptor; P34981; TRHR cells, fluo-8 calcium fluorescence, EC20 TRH enhancement; enhancement, % at 2 µM; hit rate 0.66% among 360,000; AID 493056; in the data active = enhancement above about 30%; also: 0% is about no effect
Target sequence (P34981 whole entry, looked up): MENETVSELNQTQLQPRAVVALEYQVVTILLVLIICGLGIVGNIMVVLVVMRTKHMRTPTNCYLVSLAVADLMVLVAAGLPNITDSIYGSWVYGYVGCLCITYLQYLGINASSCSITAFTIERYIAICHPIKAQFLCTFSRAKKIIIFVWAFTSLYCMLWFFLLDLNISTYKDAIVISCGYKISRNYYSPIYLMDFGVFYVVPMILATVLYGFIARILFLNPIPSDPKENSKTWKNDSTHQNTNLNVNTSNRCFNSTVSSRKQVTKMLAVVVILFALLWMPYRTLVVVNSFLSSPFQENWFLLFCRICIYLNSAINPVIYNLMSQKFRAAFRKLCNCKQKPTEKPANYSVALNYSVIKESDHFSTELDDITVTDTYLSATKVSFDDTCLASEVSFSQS
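Enhancer read-out: after compound pinning and an initial kinetic agonist-mode read, an EC20 of TRH (10 nM final) was injected and fluo-8 calcium signal (Ex 480/Em 530) followed at 1 s/cycle for 100 cycles in TRHR-expressing cells.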
D2 potentiator: positive allosteric modulators of human D2 dopamine receptor; P14416; HEK293 T-REx D2, calcium flux, EC20 dopamine potentiation; potentiation, % at 10 µM; hit rate 0.34% among 340,000; AID 485347;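 active = potentiation over 3 SD above the plate norm, cut at about 30% in these data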; also: 0% is about no effect
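Tetracycline-induced Hek293 Trex D2 cells, force-coupled to calcium, loaded with no-wash calcium dye. Compound added with 180 s kinetic read for agonism, then EC20 dopamine and a further 180 s read for potentiation.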
D1 ag: agonists of human D1 dopamine receptor; HEK293 T-REx D1 cells, calcium flux, agonist mode; hit rate 1% among 360,000; activation, % at 2 µM; P21728; also: 0% is about no effect
Target sequence (P21728 whole entry, looked up): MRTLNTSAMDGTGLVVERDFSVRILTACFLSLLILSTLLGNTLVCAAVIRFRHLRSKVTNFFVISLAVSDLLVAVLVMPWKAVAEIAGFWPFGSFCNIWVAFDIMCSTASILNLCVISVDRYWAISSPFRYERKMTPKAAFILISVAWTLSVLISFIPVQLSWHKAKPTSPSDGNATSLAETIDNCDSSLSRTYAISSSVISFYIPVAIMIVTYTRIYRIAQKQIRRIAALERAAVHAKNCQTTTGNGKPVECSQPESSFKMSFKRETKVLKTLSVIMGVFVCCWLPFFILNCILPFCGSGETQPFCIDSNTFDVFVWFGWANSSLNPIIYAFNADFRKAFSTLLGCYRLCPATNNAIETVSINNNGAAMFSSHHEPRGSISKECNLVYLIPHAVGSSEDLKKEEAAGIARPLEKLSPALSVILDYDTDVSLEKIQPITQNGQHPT
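Agonism was scored from calcium flux recorded over 180 s (1 read/s) after pintool compound addition, following a 10-cycle baseline. Cells were inducible force-coupled HEK293 TREx D1, plated overnight at 30 C and loaded with no-wash calcium dye.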
D1 potentiator: enhances dopamine response at the human D1 receptor. hit rate 0.036% among 360,000. AID 504651. potentiation, % at 10 µM. P21728. HEK293 TREx D1 cells, calcium flux, dopamine EC20 potentiation; in the data active = potentiation above about 30%; also: 0% is about no effect
D2 antag: D2 dopamine receptor (human) antagonism. HEK293 TREx D2 cells, calcium flux, dopamine EC80. inhibition, % at 10 µM. hit rate 2% among 340,000; in the data active = inhibition above about 30%; also: 0% is about no effect
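Inhibition of EC80 dopamine-driven calcium flux, recorded kinetically, defines activity here; cells are a tetracycline-induced HEK293 T-REx line expressing force-coupled D2.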
TRHR agonist: activates the human TRH receptor; P34981; TRHR cells, calcium flux fluo-8, FDSS agonist mode; activation, % at 2 µM; hit rate 0.18% among 360,000; AID 493084; also: 0% is about no effect
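In this calcium-flux screen, cells bearing human TRHR are dye-loaded with fluo-8, baselined for 10 cycles, then exposed to library compounds; positive kinetic calcium responses during the agonist phase mark hits, with TRH as control.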
D2 agonist: activates the human D2 dopamine receptor | P14416 | HEK293 T-REx D2 cells, calcium flux agonist mode | activation, % at 2 µM | hit rate 0.53% among 340,000 | AID 485358;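 active = activation over 3 SD above normal in the single-dose calcium agonist read, cut at about 30% in these data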; also: 0% is about no effect
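Tetracycline-induced HEK293 T-REx cells with force-coupled D2 receptor, plated overnight at 30 C, loaded with no-wash calcium dye. After a 10 s baseline, compound was pin-added and calcium flux read kinetically for 180 s; calcium rises flagged agonists.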
D1 antagonist: blocks dopamine activation of the human D1 receptor. hit rate 3.2% among 360,000. activity change, negative = inhibition, % at 10 µM. HEK293 TREx D1 cells, calcium flux, dopamine EC80; stronger effect = lower value; in the data active = activity change below about -30%; also: % is scaled to controls: 0 for no effect and ±100 for the full control effect
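After overnight tetracycline induction at 30 C, force-coupled D1 HEK293 cells took up a no-wash calcium dye at room temperature. Compounds were added and monitored 180 s, and the response to EC80 dopamine was then recorded.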
RXFP1 antag: antagonists of human relaxin receptor RXFP1 | HEK293-RXFP1, relaxin-stimulated cAMP HTRF, 30 min; stronger effect = lower value | hit rate 0.59% among 350,000 | Q9HBX9 | activity change, negative = inhibition, % at 57.5 µM;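 active = activity change of -60% or lower, but not beyond a set lower limit; inconclusive = change between -60% and -40%, or beyond the set limit; inactive = change above -40%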; also: % is scaled to controls: 0 for no effect and ±100 for the full control effect
Active calls of the source: *; ? = inconclusive; . = not tested or not shown. Rule as the data show it, unless noted: active = activation above about 30%; inactive = the rest.

SMILES	TRHR PAM	D2 potentiator	D1 ag	D1 potentiator	D2 antag	TRHR agonist	D2 agonist	D1 antagonist	RXFP1 antag
Cc1ccc2nc(N(Cc3cccnc3)C(=O)COc3ccccc3)sc2c1	7	16	11	-3	.	-0.4	0.1	.	10
C=C(C(=O)c1ccccc1)C(CC(=O)c1ccccc1)c1ccccc1 (stereo not drawn)	-9	8	17	-7	4	2.6	1.9	-5	-20
COc1cc(OC)nc(/N=C/N(C)C)n1	3	13	2	5	-20	-1.7	-0.3	7	11
OCCC1CN(Cc2cc3ccccc3o2)CCN1Cc1ccc(F)cc1 (stereo not drawn)	-2	.	6	-2	.	0.0	.	-9	-5
CCOC(=O)Cc1cc(-c2ccc(OC)cc2)nc2ccc3ccccc3c12	-3	-1	13	-2	9	1.5	2.7	11	-9
COc1ccc(C(=O)Nc2ccc(S(=O)(=O)NC(C)C)cc2)cc1	2	3	1	1	2	0.2	-0.1	.	-1
COc1ccccc1C(=O)NNC(=O)c1ccc(C)cc1	-1	0	2	0	-11	-0.1	0.7	-17	3
COC(=O)CN1C(=O)COc2ccc(S(=O)(=O)NCc3ccc(Cl)cc3)cc21	0	-6	3	0	-3	-0.9	-0.9	-5	12
CC1=CC(C)(C)N(C(=O)c2ccccc2)c2ccc(C)cc21	-3	1	57*	-2	13	8.0	4.6	-13	-27
COc1cc(C(=O)N2CCN(C(=O)COc3ccc4ccccc4c3)CC2)cc(OC)c1OC	-1	.	1	-2	.	0.0	.	-12	-19
CC1=NC(=O)C(N=Nc2ccccc2C(=O)O)N1c1ccccc1 (stereo not drawn)	4	21	2	5	9	-1.1	1.5	-11	?
O=C(CCN1CCN(C/C=C/c2ccccc2)CC1)Nc1ccccc1Cl	1	-30	1	-5	32*	0.3	76*	4	3
COc1ccc(NC(=O)COC(=O)c2cc3c(s2)CCC3)cc1	1	9	3	0	12	-0.3	-1.3	0	-10
Cc1ccc(S(=O)(=O)Nc2ccc(Br)cc2/C=N/n2cnnc2)cc1	-13	-8	9	-1	-22	2.6	0.1	-23	18
CCCCOc1ccc(NC2=NC3(CCCC3)N=C(N)N2)cc1	1	-10	2	-6	0	0.6	0.3	-13	13
CN(C)C(CNC(=O)c1cccc(C#N)c1)c1ccco1 (stereo not drawn)	1	-5	-2	-2	-10	1.8	0.9	14	-1
CCSc1nsc(NC(=O)Nc2ccccc2F)n1	-3	1	18	-5	-3	0.0	-1.2	-21	-28
Cc1ccccc1C(=O)O/N=C1\CCS(=O)(=O)c2sccc21	4	-5	1	-5	20	-0.8	0.9	-12	-3
Cc1cccc(Cl)c1NC(=S)NCCc1ccccn1	-1	1	4	2	-13	0.4	0.1	-6	-7
CC(=O)c1cccc(Nc2ccc(-c3ccccc3F)nn2)c1	2	0	3	-1	-10	-1.1	-0.3	-6	-6
Cc1nc(SCC(=O)N(C)C2(C#N)CCCCC2)c2ccccc2n1	8	2	0	-1	-5	0.0	-0.2	4	3
Cc1ccc(C(C)C)c(OCC(=O)Nc2ccc(O)c(-c3nc4cc(Cl)ccc4o3)c2)c1	-2	10	-1	-1	.	0.1	0.6	6	2
Cc1cc2ncn(/N=C/c3ccc4c(c3)OCO4)c2cc1C	-10	-1	17	0	89*	-1.0	2.0	10	-16
CC(C)(C)NC(=O)NC(=O)COC(=O)CCCc1c[nH]c2ccccc12	5	17	7	-4	70*	-0.8	-0.3	.	11
CC12c3ccccc3C(c3ccccc31)C1C(=O)N(c3ccncc3)C(=O)C12 (stereo not drawn)	-10	0	4	4	-8	-0.1	0.0	2	5
SMILES	TRHR PAM	D2 potentiator	D1 ag	D1 potentiator	D2 antag	TRHR agonist	D2 agonist	D1 antagonist	RXFP1 antag
Cc1ccc(-c2c3c([nH]c(=S)c2C#N)CCCC3)o1	3	26	1	2	-2	0.2	-0.4	-9	25
COc1cc(SC)ccc1C(=O)Nc1c(C)cccc1C	0	3	3	-1	12	-1.5	-0.5	-1	-38
CCCOc1ccc(Cl)cc1CN1CCOCC1	2	-14	1	4	9	-0.4	-0.1	10	.
Cc1ccc(Cl)cc1N1CCN(S(=O)(=O)c2ccc3c(c2)NC(=O)C(C)C(=O)N3)CC1 (stereo not drawn)	-3	9	3	1	7	0.0	0.9	18	-1
CS(=O)(=O)C1=NSC2=NC(=O)/C(=C\c3ccc(OC(=O)c4ccco4)c(Br)c3)C(=N)N21	-1	3	3	4	-7	-0.8	2.2	-10	-7
Cc1cccc(N(C(=O)c2sc(C)nc2C)C(C(=O)NCC2CCCO2)c2ccccc2)c1 (stereo not drawn)	-1	-5	0	-4	-14	-0.5	0.2	5	5
CCOc1ccc(-c2nc(CS(=O)(=O)CC(=O)NCc3ccc(F)cc3)c(C)o2)cc1	-2	4	0	-6	-18	-0.4	-0.5	-1	7
Cc1nnc(SCC(=O)Nc2ccccc2NC(=O)CSc2nnc(C)s2)s1	3	-5	0	-7	-10	-0.1	0.2	-33*	1
COc1ccc2c(c1)cc(CNc1ccc(OC)c(OC)c1)c(=O)n2CC(=O)Nc1ccccc1C	1	3	6	-1	.	2.0	0.2	-10	.
Cc1ccc(C(=O)N2CCN(c3ccc([N+](=O)[O-])cc3-n3cccc3)CC2)cc1	1	18	12	5	-2	0.0	0.6	5	-8
Cc1ccc(NC(=O)CS(=O)CC(=O)Nc2ccc3c(c2)OCO3)cc1Cl (stereo not drawn)	5	-11	3	-1	14	-0.1	-1.4	7	6
COc1ccc2c(c1)c1ncn(Cc3ccco3)c(=O)c1n2C	-3	8	28	-1	-13	0.0	-0.2	65	-5
COc1ccc(CC(NC(C)=O)C(=O)NC2CCN(C(=O)c3ccncc3)CC2)cc1OC (stereo not drawn)	-3	0	2	-5	24	0.3	0.5	1	11
Cc1ccc(-c2nc3scc(CCNC(=O)Cc4ccc(Cl)cc4)n3n2)cc1	-1	.	1	-1	.	-0.5	.	-5	-16
O=C(COC(=O)/C=C/c1cccc(C(F)(F)F)c1)NC1CCS(=O)(=O)C1 (stereo not drawn)	1	-9	2	-4	-7	1.0	0.2	0	-1
Cn1c(N=Nc2ccc(N3CCOCC3)cc2)[n+](C)c2ccccc21	15	-1	3	8	10	0.1	-0.4	33	-107*
O=C(COC(=O)/C=C/c1cccs1)Nc1ccc2ccccc2c1	3	-4	1	-3	0	0.9	-0.1	-35*	-13
CCCCCOc1ccc2oc(=O)c3c(c2c1)CCCN3C(=O)CN1CCCC(C(=O)OCC)C1 (stereo not drawn)	-6	2	14	-1	-3	2.3	0.8	3	-4
CC(C)C(=O)N1CCN(CCN2C(=O)c3cccc4cccc(c34)C2=O)CC1	-6	-1	4	1	4	-0.9	-0.2	13	10
Cc1c(C)n(CC(O)CNCCO)c2ccccc12 (stereo not drawn)	-3	9	1	-7	0	0.0	2.3	-10	-9
CC1CCN(c2ccc(-c3cccc(NS(=O)(=O)c4cccs4)c3)nn2)CC1	-4	3	8	2	.	-0.7	0.3	-20	-15
CC(NC(=O)c1ccco1)C(=O)OCC(=O)c1ccc(Cl)s1 (stereo not drawn)	-1	-8	0	-2	-8	-0.2	0.1	11	3
CCCn1c(=O)c2c(C(F)(F)F)cc(-c3ccco3)nc2n(CCC)c1=O	3	3	1	1	-7	0.4	1.1	-3	1
CC(=O)Nc1nc(C(=O)Nc2c(C)n[nH]c2C)cs1	7	18	0	-1	-5	-0.6	0.7	7	-1
CCCn1c(NC(=O)CN2C(=O)NC3(CCCC3)C2=O)nc2ccccc21	-6	-5	2	-2	2	-0.2	0.4	1	-4

Pulled one by one from the list above, 4 records:
SMILES	TRHR PAM	D2 potentiator	D1 ag	D1 potentiator	D2 antag	TRHR agonist	D2 agonist	D1 antagonist	RXFP1 antag
Cc1cccc(N(C(=O)c2sc(C)nc2C)C(C(=O)NCC2CCCO2)c2ccccc2)c1 (stereo not drawn)	-1	-5	0	-4	-14	-0.5	0.2	5	5
Cc1ccc(-c2nc3scc(CCNC(=O)Cc4ccc(Cl)cc4)n3n2)cc1	-1	.	1	-1	.	-0.5	.	-5	-16
CCCCCOc1ccc2oc(=O)c3c(c2c1)CCCN3C(=O)CN1CCCC(C(=O)OCC)C1 (stereo not drawn)	-6	2	14	-1	-3	2.3	0.8	3	-4
COc1cc(SC)ccc1C(=O)Nc1c(C)cccc1C	0	3	3	-1	12	-1.5	-0.5	-1	-38

Rewritten field by field: entries from further up
compound: CC(C)C(=O)N1CCN(CCN2C(=O)c3cccc4cccc(c34)C2=O)CC1
  TRHR PAM: -6	D2 potentiator: -1	D1 ag: 4	D1 potentiator: 1	D2 antag: 4	TRHR agonist: -0.9	D2 agonist: -0.2	D1 antagonist: 13	RXFP1 antag: 10
compound: Cc1c(C)n(CC(O)CNCCO)c2ccccc12 (stereo not drawn)
  TRHR PAM: -3	D2 potentiator: 9	D1 ag: 1	D1 potentiator: -7	D2 antag: 0	TRHR agonist: 0.0	D2 agonist: 2.3	D1 antagonist: -10	RXFP1 antag: -9

Going on with the list:
SMILES	TRHR PAM	D2 potentiator	D1 ag	D1 potentiator	D2 antag	TRHR agonist	D2 agonist	D1 antagonist	RXFP1 antag
CCc1ccccc1NC(=O)N1CCC(CN2CCc3ccccc3C2)CC1	2	-9	5	3	.	-0.2	21	-4	-10
Cc1ccc(C)c2c3c([nH]c12)-c1nonc1CC3	1	-1	2	2	-6	0.4	0.8	5	11
Cc1ccc(C2C3=C(CC(C)(C)CC3=O)NC3=C2C(=O)c2ccccc23)cc1 (stereo not drawn)	-4	-2	4	1	-4	1.1	0.6	-1	0
O=C(COC(=O)CSc1ccc(F)cc1)NCC1CCCCC1	3	17	3	-4	2	-0.1	0.4	-37*	-3
CC(=O)c1ccc(NCC(=O)N2CCN(c3ccccc3)CC2)cc1	-1	-8	2	10	5	0.4	0.9	11	2
CC1(C)CC(NC(=O)C(F)(F)F)CC(C)(C)N1OC(=O)c1ccco1	-3	1	4	-7	-4	0.5	0.0	-3	3
CCOC(=O)c1[nH]c(C)c(C(=O)NCc2cccc(OC)c2)c1C	-3	1	4	1	.	0.4	0.7	1	-6
c1ccc(CNc2nc(NCc3ccccc3)c3ccccc3n2)cc1	-9	-7	38*	3	-2	0.6	4.8	-35*	?
CCS(=O)(=O)N1CCC(C(=O)NCc2ccc3c(c2)OCO3)CC1	-3	8	2	-9	-7	1.9	0.1	15	3
CCc1ccccc1-n1nnnc1SCC(=O)Nc1cc(C)on1	8	-20	-1	-1	-7	-0.7	0.5	-2	-3
O=C(O)CSCC(=O)c1ccccc1	2	1	3	-1	-4	-1.3	0.2	1	11
CCC(=O)Nc1c(OC(=O)CC)ccc2c(C)cc(=O)oc12	-3	6	2	-5	17	1.9	0.6	-6	.
O=C(COC(=O)CSc1ccc([N+](=O)[O-])cc1)NC1CCCCCCC1	-1	7	1	-2	29	-0.7	0.9	-26	-16
Cc1ccc(CNC(=O)c2cc3sc(Cl)cc3n2C)cc1	-1	-6	2	-6	.	0.2	.	-24	-25
CC(C)C(c1nnnn1Cc1cccs1)N1CCN(C2CCCC2)CC1 (stereo not drawn)	-4	-6	2	-4	4	0.3	0.0	2	-2
